Mm-Cpn inhibitor = Inhibitors of TCP-1 ring complex (TRiC) of Methanococcus maripaludis (MmCpn): qHTS; Chaperonin Mm-Cpn (Methanococcus maripaludis); purified Mm-Cpn ATPase, ADP Transcreener TR-FRET; Potency, µM (titrated, usually from 76.9 µM), for inactives: at the highest dose activity, negative = inhibition, hits mostly inhibitors; actives 0.031% (n = 330,000); AID 504842, 2011; further: potency means the concentration at half of the fitted maximal effect; on the % scale 0 is the no-effect control and ±100 the full control effect; nearly all actives have a fitted effect of over 80% in size
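Purified archaeal Mm-CPN (25nM final) preincubated 10 min at 37degC with compound, then 10uM ATP for 30 min at 37degC; ADP measured by HTRF Transcreener TR-FRET; buffer 30 mM TRIS pH 7.4, 100mM KCl, 5mM MgCl2, 1mM DTT.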
Abeta yeast res = qHTS for compounds that reverse cellular toxicity of Amyloid beta (A-beta) peptide in yeast: Primary Screen. actives 0.063% (n = 410,000). AID 1347071, 2019. yeast expressing A-beta42, growth rescue, OD600, 48 h; response scale: 0% DMSO, 100% iron-clioquinol control. Potency, µM (doses to about 46.1 µM), without a hit: top-dose growth rescue, hits mostly activators; further: potency means the concentration at half of the fitted maximal effect; nearly all actives have a fitted effect of over 55% in size
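Growth rescue measured by 600 nm absorbance after 48 h yeast culture at 30 C with compound. Values normalized between DMSO and an equimolar ferric chloride plus clioquinol control.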
GLP1R cytotox = qHTS of GLP-1 Receptor Inverse Agonists: Cytotox Screen. HEK293 cAMP-luciferase reporter cells, luminescence, 24 h. Potency, µM (series often up to 38.3 µM), without a hit: at the top dose activity change, negative = inhibition, actives largely listed as inhibitors. actives 0.13% (n = 410,000). AID 624418, 2012;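 further: loss of luciferase light is scored as toxicity; potency means the concentration at half of the fitted maximal effect; on the % scale 0 is the no-effect control and ±100 the full control effect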
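A 23 nL compound transfer followed 12 hours of cell culture at 37 deg C; exposure then lasted 24 hr. Luciferase assay detection reagent was dispensed and plates read for luminescence after a 12 min room-temperature wait.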
Akt phos inh = HTS Assay for Inhibitors of Akt Phophorylation: Primary Screen; Neuro2A IGF-stimulated pAkt S473 HTRF, 20 min; hits give low values; activity change, % for hits at 50 µM; actives 0.32% (n = 360,000); AID 651550, 2012; in the data active means activity change below about -80%; inconclusive means mostly about -51% to -80%; further: on the % scale 0 is the no-effect control and ±100 the full control effect
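Neuro2A cells in DMEM with 0.5% FBS, overnight at 37 deg C, given compound at single 50 µM final, then IGF (6 nM final) for 20 min at 37 deg C. Lysed; phospho-Akt Ser473 by HTRF after 24 h, 665/615 ratio.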
FUS yeast rescue = qHTS for Suppressors of FUS Proteinopathy: Primary screen using FUS-linked yeast assay. S. cerevisiae FUS-expressing, growth rescue, OD600, 24 h. Potency, µM (series often up to 76.6 µM), for inactives: top-dose growth rescue (activation), hits mostly activators. actives 0.24% (n = 390,000);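 further: potency means the concentration at half of the fitted maximal effect; plate controls were DMSO vehicle for no effect and reference control for full effect; nearly all actives have a fitted effect of over 55% in size; some results filed as inactive show a strong effect at the top dose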
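Cultures pregrown in 2.5% raffinose medium are shifted to minimal medium containing 2% galactose to express toxic FUS. Compounds are tested at several concentrations. After 24hr at 30C, growth is quantified at 600 nm absorbance.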
PTHR1 agonist = qHTS for PTHR1 Agonists: Primary Screen. Potency, µM (titrated, usually from 115 µM), inactives show at the highest dose activation, most hits filed as activators. HEK293 GP2 PTHR1 cells, GloSensor cAMP luminescence, 1 h. Parathyroid hormone/parathyroid hormone-related peptide receptor (Homo sapiens), Q03431. actives 0.075% (n = 410,000). AID 743266, 2014; further: potency means the concentration at half of the fitted maximal effect; nearly all actives have a fitted effect of over 55% in size; some results filed as inactive show a strong effect at the top dose; inactives centre near -15; many of its hits are not listed in these tables
Target sequence (Q03431 whole entry, looked up): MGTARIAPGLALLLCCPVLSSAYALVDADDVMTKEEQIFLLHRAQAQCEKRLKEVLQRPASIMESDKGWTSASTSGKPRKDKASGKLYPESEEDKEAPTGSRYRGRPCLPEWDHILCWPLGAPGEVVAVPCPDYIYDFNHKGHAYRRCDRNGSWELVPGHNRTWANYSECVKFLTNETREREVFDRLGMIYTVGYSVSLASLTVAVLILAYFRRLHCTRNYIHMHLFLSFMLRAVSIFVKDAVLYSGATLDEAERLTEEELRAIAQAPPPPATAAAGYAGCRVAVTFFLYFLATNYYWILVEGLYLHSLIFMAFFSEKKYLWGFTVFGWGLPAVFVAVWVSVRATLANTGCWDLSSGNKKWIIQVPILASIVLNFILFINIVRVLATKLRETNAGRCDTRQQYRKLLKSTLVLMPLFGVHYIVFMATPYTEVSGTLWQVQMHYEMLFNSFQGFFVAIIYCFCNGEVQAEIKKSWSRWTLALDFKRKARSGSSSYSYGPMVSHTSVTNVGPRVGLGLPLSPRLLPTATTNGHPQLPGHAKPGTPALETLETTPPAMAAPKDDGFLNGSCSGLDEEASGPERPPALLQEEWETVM
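HEK-293-derived GP2 cells expressing PTHR1 and a GloSensor cAMP reporter, 3,000/well, plated overnight, given luciferin plus IBMX (each 0.5 mM as added) for 1 h at 37 °C, then compound for 1 h at 37 °C. Luminescence was read after 15 min at room temperature.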
TDP43 rescue = qHTS of TDP-43 Inhibitors; AID 652104, 2013; actives 1.8% (n = 410,000); TDP-43 expressing yeast growth rescue, BacTiter-Glo, 24 h; Potency, µM (top dose mostly 46.1 µM), without a hit: at the highest dose growth rescue (activation), most hits filed as activators; further: potency means the concentration at half of the fitted maximal effect; % of control where 0% means no effect; nearly all actives have a fitted effect of over 50% in size
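Luminescence from BacTiter-Glo reports growth of TDP-43-expressing yeast after 24 hr at 30 deg C with compound. Cells were raffinose-pregrown to mid-log, then seeded in galactose medium at OD600=0.02.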
GLP1R inv ag = qHTS of GLP-1 Receptor Inverse Agonists (Inhibition Mode) | Glucagon-like peptide 1 receptor (Homo sapiens), P43220 | HEK293 GLP-1R CRE-luciferase, luminescence, 24 h; GLP-1R form is constitutively active | Potency, µM (series often up to 38.3 µM), for the others: at the highest dose activity change, negative = inhibition, most hits filed as inhibitors | actives 1.6% (n = 410,000) | AID 624417, 2012; further: potency means the concentration at half of the fitted maximal effect; on the % scale 0 is the no-effect control and ±100 the full control effect; nearly all actives have a fitted effect of over 55% in size
Target sequence (P43220 whole entry, looked up): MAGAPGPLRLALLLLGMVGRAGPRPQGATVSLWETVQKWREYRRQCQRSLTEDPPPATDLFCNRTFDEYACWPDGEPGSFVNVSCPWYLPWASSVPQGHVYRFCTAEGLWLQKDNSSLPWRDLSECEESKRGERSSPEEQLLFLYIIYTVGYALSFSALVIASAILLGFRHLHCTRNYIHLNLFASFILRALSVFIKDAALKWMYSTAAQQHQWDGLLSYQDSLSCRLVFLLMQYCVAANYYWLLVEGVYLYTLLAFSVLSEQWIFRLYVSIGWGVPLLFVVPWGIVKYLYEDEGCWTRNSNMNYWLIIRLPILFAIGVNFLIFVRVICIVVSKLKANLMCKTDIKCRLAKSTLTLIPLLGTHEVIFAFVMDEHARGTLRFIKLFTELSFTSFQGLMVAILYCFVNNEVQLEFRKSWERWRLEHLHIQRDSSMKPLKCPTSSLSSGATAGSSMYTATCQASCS
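HEK293 cells stably co-expressing constitutively active GLP-1R and a cAMP-responsive luciferase reporter were seeded in DMEM with 10% Nu serum, given compounds after 12 h, and incubated 24 h at 37 deg C. Luminescence was then read.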
aSyn yeast inh = qHTS of alpha-syn Inhibitors; Yeast expressing alpha-synuclein, growth rescue, BacTiter-Glo, 24 h; Potency, µM (doses to about 46.1 µM), inactives show top-dose growth rescue (activation), hits mostly activators; actives 0.14% (n = 370,000); further: potency means the concentration at half of the fitted maximal effect; % of control where 0% means no effect; nearly all actives have a fitted effect of over 65% in size
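Readout is rescue of growth in alpha-synuclein-expressing yeast, so inhibitors of toxicity appear as activators. Growth after 24 hr at 30 deg C in galactose medium is quantified by luminescence.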
* marks the source's active call; other numbers are inactive results; i = inactive; ? = inconclusive; · = not tested or not shown; [ ] = another dose, or the depositor's remark. Unless noted, the call rests on the fitted dose curve; in most records, active means well fitted curve in the direction sought with a large enough effect; inconclusive means small, poorly fitted or top-dose-only effect, or another doubt; inactive means no such curve, though single readings can be large; an effect the other way counts as inactive or inconclusive. Not all compounds are listed; the hit share may differ from the screen's.

Below each compound – Mm-Cpn inhibitor | Abeta yeast res | GLP1R cytotox | Akt phos inh | FUS yeast rescue | PTHR1 agonist | TDP43 rescue | GLP1R inv ag | aSyn yeast inh
1. Clc1ccc(CNc2cnccn2)cc1Cl
    -2% | 15% | -7% | i | 14% | -10% | ? | ? | 12%
2. Cc1ccc(C(=O)Nc2ccc3nc(SCC(=O)N4CCCc5ccccc54)sc3c2)cc1
    · | -12% | -11% | · | ? | i | -1% | -42% | ·
3. O=C(O)C1C2C=CC(C2)C1C(=O)N1CCc2ccccc21 (configuration not stated)
    1% | 0% | 11% | i | 13% | -9% | -2% | -9% | -6%
4. Cc1nc(-c2ccc(F)cc2)c(CC(=O)N(C)CC(=O)Nc2c(C)cccc2C)s1
    -3% | 11% | -7% | i | 18% | i | 7% | -7% | 4%
5. O=C(c1cccc2c1-c1ccccc1C2)N1CCCCC1
    0% | -11% | -7% | i | 6% | i | 2% | ? | -3%
6. O=C1OCCC1Sc1ncnc2sccc12 (configuration not stated)
    -10% | 10% | 1% | i | -6% | 6%[57.5 µM] | 0% | 0% | 3%
7. CN(N=Nc1cccc([N+](=O)[O-])c1)c1cccc([N+](=O)[O-])c1
    2% | -12% | 3% | i | 32% | i | ? | 17% | 0%
8. CC(NC(=O)Cn1c(NCCO)nc2ccccc21)c1ccccc1 (configuration not stated)
    -3% | 7% | 2% | i | 0% | i | 7% | 2% | 3%
9. COc1ccc(/C=C/C(=O)c2ccc(C)c([N+](=O)[O-])c2)cc1O
    -7% | -61%[inhibitor] | ? | i | · | -1% | 22µM* | -94% | -55%[inhibitor]
10. O=C(NCc1ccccc1)C1CCN(S(=O)(=O)c2cccc3cccnc23)CC1
    1% | -18% | 15% | i | 12% | -41%[inhibitor] | 4% | 5% | 1%
11. COc1ccc(C2(C(=O)O)CCCC2)cc1
    4% | 1% | 2% | i | -10% | -18% | ? | 8% | 2%
12. CCCCNC(=O)CN(C1CCCCC1)S(C)(=O)=O
    -1% | 9% | 19% | i | 24% | ? | -21% | 25% | -3%
13. CC1CCC2(CC1)NC(=O)N(CC(=O)NCCc1ccc(F)cc1)C2=O (configuration not stated)
    0% | -6% | 4% | i | 15% | -17% | 8% | -16% | -7%[1.84 µM]
14. CN(c1ncc(C(F)(F)F)cc1Cl)N1C(=O)c2cccc(N)c2C1=O
    -2% | 2% | 45%[activator] | i | 5% | -22% | -11%[0.397 µM] | 3.2µM* | 10%
15. CCOc1cc(NC(=O)c2ccco2)c(OCC)cc1NC(=O)CCC(=O)NCc1cccnc1
    2% | -13% | 0% | i | 17% | -10%[57.5 µM] | 19% | 62%[activator] | -2%
16. CCN(CC)C(=O)C1=C(C)N(CCCN2CCCC2=O)C(=O)C(CC(=O)NC(c2ccccc2)c2ccccc2)C1 (configuration not stated)
    · | 1% | 6% | i | 30% | -14% | ? | -1% | -12%
17. CN1CCN(CCNC(=O)Nc2ccc(Cl)cc2)CC1
    3% | -10% | 0% | i | 20% | -13% | 0% | -22% | -3%
18. COc1ccc(NC(=O)N(C)C[C@H]2Oc3c(NS(=O)(=O)c4ccc(F)cc4)cccc3C(=O)N([C@H](C)CO)C[C@@H]2C)cc1
    0% | -1% | 2% | i | 20% | -1% | 10% | 6% | -2%
19. O=C1CC(c2ccc(S(=O)(=O)NCc3ccncc3)cc2)CN1 (configuration not stated)
    0% | 1% | -9% | i | -29% | -15% | 12% | -5% | -1%
20. OC[C@@H]1CN(Cc2cccs2)C[C@H](n2cnc3c(N4CCCC4)ncnc32)O1
    · | -4% | -10% | i | 5% | -8% | 26% | 14% | 2%
21. CCOCCCNC(=O)CN1C(=O)CCn2nc(-c3cccn3C)cc21
    · | 11% | -2% | · | -15% | 2% | 0% | -1% | ·
22. O=C(CCn1nc(-c2ccccc2)ccc1=O)N1CCOCC1
    0% | -5% | -3% | i | 2% | i | 13% | 3% | -1%
23. O=c1oc2ccc(C#CC3(O)CCCCC3)cc2cc1-n1cc(-c2ccsc2)nn1
    1% | -17% | 11% | i | -18% | -71%[inhibitor] | 5% | 15% | -8%
24. Cc1ccc(C(=O)NCCNC(=O)c2ccco2)cc1C
    1% | -2% | -2% | i | 14% | -13% | -12% | 50%[activator] | 0%
25. Cc1cc2ccccn2c1C(=O)c1cccc(S(=O)(=O)N2CCOCC2)c1
    2% | 13% | -22% | i | 18% | -91%[inhibitor] | · | ? | 8%
26. CCc1cc2cccc(C)c2nc1SCC(=O)c1ccc(NC(C)=O)cc1
    -1% | 7% | -12% | i | 1% | i | -2% | -18% | 1%
27. CCOC(=O)/C=C/C(=O)Nc1ccccc1C(=O)NC1CCCCC1
    -1% | 12% | 20% | i | · | -22% | -1% | 6% | 0%
28. COc1ccc2[nH]c(=O)c(CN(C(=O)c3cccnc3)c3ccccc3)cc2c1
    -1% | -4% | -1% | i | -16% | i | 7% | 9% | 2%
29. CCOC(=O)C1C(C)=C(Nc2ccc(OC)cc2)C(=O)N1c1ccc(OC)cc1 (configuration not stated)
    3% | -16% | -12% | i | -14% | -18% | -1% | 0% | -1%
30. O=C(Cc1ccccc1)NCC(=O)N1CCN(c2ccc(F)cc2)CC1
    · | -1% | -2% | i | -8% | i | 23% | -9% | 3%
31. O=C(c1cncc(Br)c1)N1CCN(S(=O)(=O)c2ccccc2)CC1
    1% | 4% | 0% | i | 5% | i | -4% | 7% | 1%
32. CCCCCCOc1ccc(C(CC(=O)O)C(N)=O)cc1 (configuration not stated)
    -2% | -11% | -6% | i | 28% | i | -8% | 4% | -6%
33. C=CCn1c(N)cc(=O)nc1SCC(=O)Nc1ccc(C(=O)OCC)cc1
    1% | -13% | 6% | i | 23% | 2% | -4% | -7% | -9%
34. O=C(CCC1CCCN(C(=O)CCCc2ccccc2)C1)N1CCN(c2ccccn2)CC1 (configuration not stated)
    -1% | 5% | -18% | i | 16% | -93%[inhibitor] | 6% | ? | 10%
35. O=C(CNC(=O)C1COc2ccccc2O1)N/N=C/c1ccc([N+](=O)[O-])cc1 (configuration not stated)
    1% | -4% | 4% | i | 17% | -40%[inhibitor] | 5% | ? | 3%
36. CCCc1nnc(NC(=O)CCC(=O)O)s1
    3% | -10% | 0% | i | -24% | -23% | 0% | 5% | 0%
37. COc1cc(CNCCc2ccc(S(N)(=O)=O)cc2)ccc1OCc1ccc(Cl)cc1
    -4% | -2% | ? | i | 13% | ? | -8% | ? | ?
38. CCCCOc1ccc(/C(O)=C2/C(=O)C(=O)N(CCCOC)C2c2ccncc2)cc1 (configuration not stated)
    -4% | 23% | 5% | i | 18% | -19%[57.5 µM] | 20% | 6% | 9%
39. Cc1cccc(N2C(=O)CN=C2Nc2nc(C)cc(C)n2)c1
    2% | -7% | -22% | i | 6% | -6%[57.5 µM] | -7% | 0% | 0%
40. Cc1ccc(-n2[nH]c(C)c(C=Nc3ccc4[nH]c(=O)[nH]c4c3)c2=O)cc1C
    -2% | -28% | -25% | i | -6% | -11% | 8% | ? | 0%
41. COc1ccc(C2C(C(=O)N3CCCC3)c3cc(OC)c(OC)cc3C(=O)N2C)cc1 (configuration not stated)
    1% | -1% | 6% | i | 18% | -2%[57.5 µM] | 2% | 3% | -10%
42. CNc1cc(CSc2ccc(Cl)cc2)nc(C)n1
    2% | 5% | -10% | i | 2% | -4% | -18% | 4% | 1%
43. O=C1CSC2(C(=O)N(Cc3ccccc3)c3ccccc32)N1c1ccc(Cl)cc1 (configuration not stated)
    · | 3% | 1% | · | 24% | -74%[inhibitor] | 27% | -2% | ·
44. CCCC1C(=O)Nc2ccccc2N1C(=O)c1cccc(C)c1 (configuration not stated)
    1% | 17% | -8% | i | 9% | -13% | -7% | -15% | 5%
45. Cc1cccn2c(=O)nc(SCC(=O)Nc3ccc4c(c3)OCO4)nc12
    1% | -6% | 0% | i | 11% | i | -8% | -1% | -1%
46. CCN(C(=O)CSc1nnnn1-c1cc(C)ccc1OC)C1CCS(=O)(=O)C1 (configuration not stated)
    1% | -3% | -26% | i | -4% | i | 2% | 13% | 3%
47. O=[N+]([O-])c1ccc(-c2nc(-c3cccs3)c(-c3cccs3)[nH]2)cc1
    -8% | 5% | ? | i | 11% | -20% | 3.2µM* | 3.2µM* | -12%
48. Cc1cc(C(=O)CSc2nnc(-c3ccc4c(c3)OCO4)o2)c(C)n1-c1ccc(F)cc1
    1% | 18% | -15% | i | · | -28% | 17% | 13% | 4%
49. Cc1ccccc1Cn1c(=O)n(CCCCC(=O)NCc2ccc3c(c2)OCO3)c(=O)c2ccccc21
    · | 4% | -2% | · | 6% | -39% | 22% | -14% | ·
50. CCc1c(C)nc2cc(-c3ccccc3)[nH]n2c1=O
    0% | -5% | -10% | i | 31% | -20% | -17% | 0% | -7%
51. CC(C)C(CCNCc1ccccn1)c1ccc(Cl)cc1 (configuration not stated)
    1% | -18% | -24% | i | 16% | -23% | -33%[inhibitor] | ? | 0%
52. COC(=O)c1sccc1S(=O)(=O)N(CC(=O)NCc1ccccc1)c1ccccc1
    · | -8% | 0% | · | -1% | -7% | 12% | 8% | ·

Source: PubChem BioAssay (National Center for Advancing Translational Sciences (NCATS))
